OXTR potentiate = potentiators of human oxytocin receptor; P30559; 320,000 tested, 0.061% active; AID 2445; activation, % at 3 µM; CHO-OTR cells, Fluo-8 calcium fluorescence, potentiator mode; 0% = oxytocin EC15, 100% = EC100;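 active = activation above that plate's cutoff, the mean activation of tested compounds plus 3 SD, cut at about 6.6% in these data, passing the limit was not always enough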;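 note: 100% uses oxytocin at 75 nM as the full agonist control; some results filed as inactive read as strong as hits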
Target sequence (P30559 whole entry, looked up): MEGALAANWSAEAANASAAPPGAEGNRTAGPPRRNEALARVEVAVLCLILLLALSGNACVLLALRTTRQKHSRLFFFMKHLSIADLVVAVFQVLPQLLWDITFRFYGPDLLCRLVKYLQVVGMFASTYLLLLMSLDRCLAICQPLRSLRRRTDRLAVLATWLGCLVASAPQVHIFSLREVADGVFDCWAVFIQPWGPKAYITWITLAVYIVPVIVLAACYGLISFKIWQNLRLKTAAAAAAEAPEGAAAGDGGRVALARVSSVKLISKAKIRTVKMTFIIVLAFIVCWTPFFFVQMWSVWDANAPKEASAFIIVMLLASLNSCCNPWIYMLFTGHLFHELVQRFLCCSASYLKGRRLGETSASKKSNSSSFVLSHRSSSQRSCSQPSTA
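assay system = CHO-OTR cells, human receptor | schedule = compound 6 min at room temperature before oxytocin, 100 s read | detection = Fluo-8 intracellular calcium fluorescence, ex 470-495, em 515-575 nm | evaluation = normalized max/min fluorescence ratio, % activation | control set = EC15 oxytocin alone as 0%, 75 nM oxytocin (EC100) as 100%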
V1R ag counter = V1a receptor agonism, counter-screen for OXTR agonists; P37288; CHO-V1R cells, Fluo-8 calcium fluorescence, agonist mode; 0% DMSO, 100% 3 nM vasopressin; activation, % at 3 µM; 320,000 tested, 0.25% active;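 active = activation above the mean activation of all tested compounds plus 3 SD, per screening run, cut at about 20% in these data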;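 note: signal is peak over basal fluorescence ratio across a 100 second FLIPR read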
NALP1 inh = blocks the NALP1 inflammasome reconstituted in yeast. S. cerevisiae NALP1/ASC/caspase-1 growth, X-gal OD620, 72 h. 280,000 tested, 0.61% active. inhibition, % at 10 µM; in the data active = inhibition mostly above about 24%, no sharp cut-off; inactive = mostly below about 32%; note: some compounds called inactive have numbers as strong as hits
GalR3 antag = blocks the human galanin receptor 3. O60755. AID 651719. inhibition, % at 3 µM. HEK293 GalR3-CNG cAMP membrane potential fluorescence; galR3 body fused to GalR1 C-terminus. 360,000 tested, 0.44% active;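 active = inhibition above the screen-wide average plus 3 SD, cut at about 13% in these data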;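 note: forskolin and galanin both at EC90 stimulate the cells; cAMP rise reported by CNG channel membrane potential dye signal; 0% = forskolin plus galanin with DMSO and 100% = forskolin alone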
Target sequence (O60755 1-299 limits assumed): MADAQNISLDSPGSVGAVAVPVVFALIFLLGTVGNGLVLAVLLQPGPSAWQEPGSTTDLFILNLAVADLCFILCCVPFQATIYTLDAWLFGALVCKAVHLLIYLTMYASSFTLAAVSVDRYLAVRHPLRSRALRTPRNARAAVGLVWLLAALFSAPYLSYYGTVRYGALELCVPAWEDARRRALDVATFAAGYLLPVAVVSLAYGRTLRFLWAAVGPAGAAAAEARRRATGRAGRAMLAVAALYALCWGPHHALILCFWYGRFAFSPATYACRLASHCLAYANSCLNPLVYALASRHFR
MEKK2 WT-MEK5 = raises or lowers MEK5 binding to wildtype human MEKK2 PB1 domain; 290,000 tested, 1.1% active; AID 1531; bead flow cytometry, Alexa488-MEK5 binding to MEKK2 WT; actives lie on both sides; binding response (% of control), % at 10 µM; Q9Y2U5; in the data active = binding response below about 67% or above about 130%
GPR7 antagonist = blocks human GPR7 receptor signaling; GPR7-expressing cells, fluorescence antagonist assay; 290,000 tested, 1.1% active; P48145; inhibition, % at 4.4 µM; AID 1861; in the data active = inhibition above about 16%, passing the limit was not always enough;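 note: cells stimulated with the agonist NPW; 0% = agonist with vehicle and 100% = vehicle without agonist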
Target sequence (P48145 whole entry, looked up): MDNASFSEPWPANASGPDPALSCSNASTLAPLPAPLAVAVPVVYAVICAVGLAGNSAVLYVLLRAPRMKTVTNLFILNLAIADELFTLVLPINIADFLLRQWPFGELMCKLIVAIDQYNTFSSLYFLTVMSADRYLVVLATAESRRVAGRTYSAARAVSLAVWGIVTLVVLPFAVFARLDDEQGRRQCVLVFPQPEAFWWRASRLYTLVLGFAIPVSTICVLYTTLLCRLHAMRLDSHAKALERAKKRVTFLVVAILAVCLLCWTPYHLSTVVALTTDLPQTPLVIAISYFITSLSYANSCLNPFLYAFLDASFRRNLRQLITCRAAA
MEKK2 mut-MEK5 = signal of MEK5 binding to mutant human MEKK2 PB1 domain | 290,000 tested, 0.35% active | percent response, % at 10 µM | bead flow cytometry, Alexa488-MEK5 binding to MEKK2 mutant | AID 1530; in the data active = percent response above about 24%, passing the limit was not always enough; note: inactives centre near 1; some results filed as inactive read as strong as hits
PfM18AAP inh = PfM18AAP enzyme inhibition. inhibition, % at 7.35 µM. 290,000 tested, 1.2% active. recombinant PfM18AAP, H-Glu-NHMec fluorogenic cleavage;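 active = inhibition above the campaign mean inhibition over all tested compounds plus 3 SD, cut at about 28% in these data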;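 note: 0% = plate median of test compound wells and 100% = 2 mM ZnCl2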
OXTR ag = agonists of human oxytocin receptor; CHO-OTR cells, Fluo-8 calcium fluorescence; normalized: DMSO 0%, oxytocin 100%; activation, % at 3 µM; 320,000 tested, 0.32% active; AID 2435;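 active = activation above the mean of all tested compounds plus 3 SD, cutoff set per screening run, cut at about 20% in these data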;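 note: peak over basal fluorescence ratio from a 100 s FLIPR kinetic read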
An asterisk follows results filed as active; . = no result given; [ ] = another dose, or the depositor's remark.

SMILES	OXTR potentiate	V1R ag counter	NALP1 inh	GalR3 antag	MEKK2 WT-MEK5	GPR7 antagonist	MEKK2 mut-MEK5	PfM18AAP inh	OXTR ag
CC1(C)CC(c2nc(-c3ccccc3)cs2)CCS1 (configuration not stated)	-4	2.9	.	-1	105	7	10	-2	-2.0
COc1ccc(-c2nc3oc4cc(OC)ccc4c(=O)c3c(=O)n2Cc2ccco2)cc1	-1	-1.0	29	-6	93	7	-1	-8	-1.1
Cc1c(Br)c([N+](=O)[O-])nn1CCCC(=O)Nc1sc2c(c1C#N)CCC2	-9	-0.4	16	1	94	-7	-3	6	-1.3
Cc1ccc(Cl)cc1NC(=O)COC(=O)c1ccc(COc2ccc3c(C)cc(=O)oc3c2)cc1	-6	0.2	38	3	95	2	-2	-6	0.4
COc1ccc(CCC(=O)Nc2ccc(Cl)c(S(=O)(=O)N3CCCC3)c2)cc1	-8	7.7	-3	66*	82	21*	-15	-1	10
Cc1ccc(NC2=CC(=O)CCC2)cc1C	2	0.0	-3	-3	101	-16	-4	16	-0.8
Cc1c(NC(=O)C(C)n2cc([N+](=O)[O-])cn2)c(=O)n(-c2ccccc2)n1C (configuration not stated)	-1	0.5	-7	-1	108	-9	-1	3	0.4
COc1ccc(OC)c(NC(=O)CSc2nnc(CNC(=O)c3cccs3)o2)c1	-2	1.2	-72	-8	105	-12	2	5	0.7
CNC(C)C#Cc1c(-c2cc(OC)c(OC)c(OC)c2)noc1C (configuration not stated)	-8	-1.2	18	-7	98	-6	6	5	-0.5
COc1cc(/C=N/NC(=O)CC#N)cc(Br)c1O	-6	0.2	-3	-4	92	-1	-6	57*	-0.5
CCn1c(=O)c(=O)n(CC)c2cc(S(=O)(=O)Nc3ccc(C)cc3)ccc21	-25	-0.3	.	5	93	-17	-4	1	-1.6
NNC(=O)c1ccc(Cn2cc(Br)cn2)cc1	-6	0.2	26	2	112	6	6	-1	-1.3

Entries of single compounds, looked up by structure. Values in the order: OXTR potentiate	V1R ag counter	NALP1 inh	GalR3 antag	MEKK2 WT-MEK5	GPR7 antagonist	MEKK2 mut-MEK5	PfM18AAP inh	OXTR ag
Profile of Cc1ccc(Cl)cc1NC(=O)COC(=O)c1ccc(COc2ccc3c(C)cc(=O)oc3c2)cc1 → -6	0.2	38	3	95	2	-2	-6	0.4
Profile of Cc1c(NC(=O)C(C)n2cc([N+](=O)[O-])cn2)c(=O)n(-c2ccccc2)n1C (configuration not stated) → -1	0.5	-7	-1	108	-9	-1	3	0.4
Profile of Cc1c(Br)c([N+](=O)[O-])nn1CCCC(=O)Nc1sc2c(c1C#N)CCC2 → -9	-0.4	16	1	94	-7	-3	6	-1.3
Profile of CC1(C)CC(c2nc(-c3ccccc3)cs2)CCS1 (configuration not stated) → -4	2.9	.	-1	105	7	10	-2	-2.0
Profile of COc1ccc(OC)c(NC(=O)CSc2nnc(CNC(=O)c3cccs3)o2)c1 → -2	1.2	-72	-8	105	-12	2	5	0.7

Continuation:
SMILES	OXTR potentiate	V1R ag counter	NALP1 inh	GalR3 antag	MEKK2 WT-MEK5	GPR7 antagonist	MEKK2 mut-MEK5	PfM18AAP inh	OXTR ag
COC(=O)CCCC(=O)N1CCCC(CNS(=O)(=O)c2ccc(OC)cc2)C1 (configuration not stated)	-12	-0.2	3	-3	101	-11	-1	2	-0.1
CC(=O)CSc1nnc(-c2cnccn2)n1-c1ccccc1	.	.	29	-1	.	3	.	-2	.
Nc1nnc(SCC(=O)N2CCc3ccccc32)n1-c1ccccc1	-14	1.7	28	-3	98	-10	1	-5	-0.5
Cc1ccc(S(=O)(=O)N2CCCCC2)cc1NC(=O)c1ccccn1	0	-0.6	.	12	75	-11	-28	-8	-0.3
Cc1cc(N/N=C/c2ccccc2O)nc(N2CCOCC2)n1	-11	-1.4	15	-5	101	-6	8	-4	-1.7
Cc1cc(C)c(CN2CCC(N3CCC(C(=O)NCC4CCCO4)CC3)CC2)cc1C (configuration not stated)	1	0.0	19	2	106	-7	6	0	0.8
CC(NC(=O)c1ccc(Cl)cc1)c1nnc(SCc2ccc([N+](=O)[O-])cc2)n1C (configuration not stated)	-5	0.1	-4	-6	.	-8	.	-8	-1.1
O=C(CCN1C(=O)/C(=C\c2ccc(F)cc2)SC1=S)Nc1ccccc1	-3	0.0	34	-6	100	-6	11	-5	-0.4
C[C@H](CO)N1C[C@H](C)[C@@H](CN(C)S(C)(=O)=O)Oc2c(NC(=O)Nc3ccc4c(c3)OCO4)cccc2C1=O	-5	0.1	.	-5	.	.	.	.	0.7
CCc1nnc(NC(=O)C2CCC(CNc3c(N4CCC(C)CC4)c(=O)c3=O)CC2)s1 (configuration not stated)	-11	0.9	.	4	102	-6	5	-2	-0.9
NC(=O)Nc1ccc(C(=O)N2CCN(S(=O)(=O)Cc3ccccc3)CC2)cc1	-1	0.0	.	-5	.	.	.	.	1.3
O=C(CCC1CCCC1)Nc1ccc(Br)cn1	-13	-0.8	3	-5	101	-8	1	1	-2.0
CCN1CCN(c2ccc(S(=O)(=O)N3CCCCC3)cc2NC(=O)CC(C)c2ccccc2)CC1 (configuration not stated)	-12	2.9	.	-4	.	.	.	.	3.8
CC1(c2nnc(Cc3ccccc3)o2)CC(c2ccccc2Br)=NO1 (configuration not stated)	-16	0.4	.	-2	.	.	.	.	-2.4
Nc1cc(=O)[nH]c(SCC(=O)N2N=C(c3ccc(Cl)cc3)CC2c2ccco2)n1 (configuration not stated)	1	-0.1	9	-1	84	-4	-5	9	0.2
O=C(O)CSc1ncccn1	-11	0.7	-11	-4	108	-4	-4	-2	-0.6
Cc1ccc(-c2nnn(CC(=O)N(CCN3CCOCC3)C(C(=O)NC3CCCC3)c3ccncc3)n2)o1 (configuration not stated)	4	-0.1	10	5	98	-9	1	2	0.1
CCCCC(=O)NC(=S)Nc1ccc(S(=O)(=O)N2CCCC2)cc1	0	-0.7	17	-3	99	2	-1	-4	-2.1
COC(=O)c1cc(S(=O)(=O)N2CCCC2=O)c(Cl)cc1Cl	-16	-0.8	10	-3	105	5	10	-4	-0.9
CN1CCN(C(=O)c2ccc3c(c2)NC(=O)/C(=C/c2ccccc2)S3)CC1	-6	5.6	10	-7	108	-2	5	0	6.7
COc1ccc(NC(=O)COC(=O)c2ccc(C)c(S(=O)(=O)N3CCCCC3)c2)cc1	-2	1.1	.	-5	.	.	.	.	-1.6
CN(C)C(=O)c1ccc(NC(=O)COC(=O)C2CCN(S(=O)(=O)c3ccc4c(c3)OCCO4)CC2)cc1	-5	-0.8	.	0	.	.	.	.	0.0
CCOC(=O)c1cnc2ccc(C(=O)OC)cc2c1NCCCN1CCOCC1	.	.	17	-9	106	-3	1	-10	.
CCOC(=O)C1=C(O)CSC1=Nc1ccc(C)cc1	0	-2.0	2	-3	101	-9	2	-1	-1.0
Cc1ccc(S(=O)(=O)N2CCN(Cc3cc(=O)n4ccccc4n3)CC2)c(C)c1	-8	1.2	.	2	.	.	.	.	1.0
O=C(c1cc(C2CC2)nc2ccccc12)N1N=C(C(F)F)CC1(O)C(F)F (configuration not stated)	-1	-0.6	7	-6	102	-2	2	2	0.3
O=C(/C=C/c1ccc2ccccc2n1)c1cc(Br)ccc1O	-5	0.7	18	2	86	1	-14	-2	0.5
CSCCC(NS(=O)(=O)c1ccc2c(c1)oc(=O)n2C)C(=O)NCc1cccs1 (configuration not stated)	0	1.2	.	1	68	-4	-16	-3	1.1
CC(=O)c1c(C)n(-c2ccc(N(C)C)cc2)c2ccc(OCC(N)=O)cc12	-21	5.9	-7	-8	98	7	2	-3	5.8
Cc1nc(-c2ccc(S(=O)(=O)N3CCN(c4ccccc4)CC3)cc2)co1	-13	0.1	10	0	101	0	0	-11	-1.4
CN(C(=O)CSc1nccc(=O)[nH]1)C1CCCCC1	-3	1.2	.	-6	.	.	.	.	1.6
CC1CC(C)CN(CCCNS(=O)(=O)c2cc(Br)cc3c2N(C(=O)C2CC2)CC3)C1 (configuration not stated)	-9	-1.4	-90	-4	105	5	8	1	-2.3
COc1ccc(CCn2c(NN)nc3c2c(=O)[nH]c(=O)n3C)cc1	-6	-1.2	.	-6	101	2	-4	7	-2.6
CC1(C)CC(O)(CNCc2ccc3c(c2)OCO3)CCO1 (configuration not stated)	-17	1.7	-5	-3	3.0*[inhibitor]	-3	-14	-3	0.8
CC(/C=C/c1ccccc1)=N/NC(=O)c1cccc(Br)c1	-10	-1.1	8	-6	99	-14	-1	-1	-2.0
CCC(Cc1ccccc1)NC(=O)CSc1ccsc1[N+](=O)[O-] (configuration not stated)	-4	-1.0	2	-6	95	1	-5	6	-1.9
Cc1nc2c(C(=O)NCCC(C)C)c[nH]n2c(=O)c1Cc1ccccc1F	-6	-1.4	-22	-7	92	-4	-2	-7	-1.5
CC(C)CC(=O)NC(=S)Nc1nc(-c2ccc(Cl)cc2)cs1	-9	0.7	17	-2	104	5	0	10	-0.6
COc1ccc(NC(=O)c2cc3ccccc3[nH]2)cc1	-8	3.0	0	-11	102	13	-1	18	0.1
O=C(CCC1CCCCC1)Nc1ccccc1C(=O)N1CCOCC1	-1	0.1	-4	-3	101	9	-3	-14	-0.1
CC(C)(C)c1ccc(Cn2c(=O)cnc3ccccc32)cc1	-24	-0.7	5	-9	103	13	7	7	-2.2
CCOC(=O)Cc1c(C)nc(N)[nH]c1=O	-1	1.4	3	-3	90	-1	-8	-2	1.4
COc1ccc(/C=C/C(=O)NCCSCc2ccco2)cc1	-3	-0.4	39	-2	89	5	-5	-14	-1.3
CCOC(=O)/C=C1\SCC(=O)N1Cc1ccc(Br)cc1	-6	0.3	15	-7	100	-3	2	9	-1.7
Cc1ccc(S(=O)(=O)N2CCCC2CNC(=O)C(=O)Nc2ccc(F)cc2)cc1 (configuration not stated)	-10	0.9	.	-6	.	.	.	.	-0.9
COc1ccc(NC(=O)CCN2C(=O)[C@@H]3[C@H](C2=O)[C@H]2C=C[C@@H]3C2)cc1	-3	-0.2	16	-8	106	-5	0	-2	-0.1
CC(C)C[C@@H](CSc1ccc(Br)cc1)N1CCN(CCc2ccccc2)CCC1=O	-8	0.9	5	-2	100	.	2	.	-0.3
O=C(NC1CC1)c1ccc(NS(=O)(=O)c2ccc(F)cc2)cc1	-3	-0.7	.	-2	.	.	.	.	0.6
CC(=O)NC(Cc1ccc(F)cc1)C(=O)NC1CCN(C(=O)Nc2ccccc2C)CC1 (configuration not stated)	-15	0.6	-4	0	94	-2	0	-12	-0.3
CSc1ncccc1C(=O)NCc1ccc(C)cc1	-21	-1.4	-8	0	73	-12	-11	-1	-0.5
CC(C)CCN(C(=O)COc1ccc(C#N)cc1)c1c(N)n(Cc2ccccc2)c(=O)[nH]c1=O	-6	0.8	0	.	79	9	-21	-6	-1.4
O=c1ccc(=O)n2n1CC(O)C2	-4	0.8	0	3	105	-9	6	7	0.2
Cc1ccc(-c2nc(N)n(C(=O)c3cccnc3)n2)cc1	-8	0.5	12	0	103	2	4	-13	0.1
CC(C)CNC(=O)CSc1ccc(Cl)cc1	-3	-1.0	3	10	109	-8	21	1	-1.8
O=C(O)CC(NC(=O)c1ccncc1)c1ccccc1 (configuration not stated)	-10	-0.4	0	-2	110	-5	0	-4	0.1
Cc1ccc(S(=O)(=O)CCC(=O)Nc2cccc([N+](=O)[O-])c2)cc1	-10	-0.5	14	1	98	-13	-1	-1	-1.3
N#Cc1cc2ccccc2nc1N	-16	-0.2	-28	0	97	-14	0	-4	0.6
Cc1c(Cl)cccc1NC(=O)Cc1ccc([N+](=O)[O-])cc1	-3	-0.3	9	-6	95	12	-12	4	-1.2

Screening results (PubChem BioAssay)
